TAAR1 ag = human TAAR1 agonists, primary screen, Fluo-8 calcium fluorescence, CHO RD-HGA16 cells | vehicle wells 0%, saturating PEA agonist 100% | activation, % at 3 µM | 360,000 compounds, 0.99% hits;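 active = activation above the mean activation of all test compounds in the run plus 3 SD, cut at about 38% in these data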
Target sequence (Q96RJ0 whole entry, looked up): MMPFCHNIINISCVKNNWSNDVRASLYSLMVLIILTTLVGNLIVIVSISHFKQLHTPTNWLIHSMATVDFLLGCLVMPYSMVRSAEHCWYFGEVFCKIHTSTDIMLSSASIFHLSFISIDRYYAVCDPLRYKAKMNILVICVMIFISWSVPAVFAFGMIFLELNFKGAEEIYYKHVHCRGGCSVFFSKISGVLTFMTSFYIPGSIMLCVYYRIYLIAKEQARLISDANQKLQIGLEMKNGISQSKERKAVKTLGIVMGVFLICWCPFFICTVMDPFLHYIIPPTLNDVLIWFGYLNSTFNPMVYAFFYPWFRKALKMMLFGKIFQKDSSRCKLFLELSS
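System: CHO-derived RD-HGA16 cells with stable Gα16 and human TAAR1 / Times: 17-24 h plating, Fluo-8 75 min 37 °C, 30 min RT / Technique: calcium-sensitive Fluo-8 signal, excitation 470-495, emission 515-575 nm / Measure: % activation relative to PEA EC100 response / Benchmarks: DMSO and PEA EC100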
M1 ag = human M1 muscarinic receptor agonists, primary screen, Fluo-8 calcium fluorescence, CHO-K1 cells, HTS; activation, % at 3 µM; 360,000 compounds, 0.33% hits; AID 588814, 2011; Muscarinic acetylcholine receptor M1 (Homo sapiens), P11229; CHO-K1 hM1, agonist mode; 0% DMSO, 100% acetylcholine EC100;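 active = activation above the run's mean compound activation plus 3 SD, cut at about 16% in these data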;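 also: peak over basal fluorescence ratio within a 140 s kinetic read after compound addition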
OXTR potentiate = human OXTR potentiators, primary screen, fluorescence, CHO-OTR cells, Fluo-8 calcium; Oxytocin receptor (Homo sapiens), P30559; Fluo-8 calcium fluorescence, potentiator mode; 0% = oxytocin EC15, 100% = EC100; activation, % at 3 µM; 320,000 compounds, 0.061% hits; AID 2445, 2010;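 active = activation above that plate's cutoff, the mean activation of tested compounds plus 3 SD, cut at about 6.6% in these data, passing the limit was not always enough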;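 also: 100% uses oxytocin at 75 nM as the full agonist control; some results filed as inactive read as strong as hits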
Target sequence (P30559 whole entry, looked up): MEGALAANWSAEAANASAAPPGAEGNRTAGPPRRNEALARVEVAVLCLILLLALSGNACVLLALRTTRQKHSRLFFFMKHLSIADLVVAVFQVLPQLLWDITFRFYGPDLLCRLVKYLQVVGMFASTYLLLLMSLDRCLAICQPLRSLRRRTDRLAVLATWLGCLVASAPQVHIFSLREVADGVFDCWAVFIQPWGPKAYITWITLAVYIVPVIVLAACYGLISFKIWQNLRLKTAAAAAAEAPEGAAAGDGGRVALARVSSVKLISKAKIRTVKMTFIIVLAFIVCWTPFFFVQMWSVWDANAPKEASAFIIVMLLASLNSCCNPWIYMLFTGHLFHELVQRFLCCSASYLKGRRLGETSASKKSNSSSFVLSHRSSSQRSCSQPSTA
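Material: human OTR in CHO cells. Compound: 3.0 µM, one dose. Timing: compound 6 min at room temperature before oxytocin, 100 s read. Evaluation: % activation of max/min ratio relative to oxytocin controls. Replication: single well per compound, singlicate. Signal: Fluo-8 calcium dye fluorescence.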
TAAR1 antagonist = human TAAR1 antagonists, primary screen, Fluo-8 calcium fluorescence, CHO RD-HGA16 cells; Trace amine-associated receptor 1 (Homo sapiens), Q96RJ0; antagonist; inhibition, % at 3 µM; 360,000 compounds, 1.5% hits; AID 624466, 2012;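 active = inhibition above a per-plate cutoff, the mean inhibition of test compounds on that plate plus 3 SD, cut at about 49% in these data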;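 also: 0% = DMSO plus EC80 beta-PEA response and 100% = DMSO alone without agonist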
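System: RD-HGA16 CHO cells with stable hTAAR1 and Gα16 | Probe or stimulus: EC80 β-phenethylamine stimulus | Dosing: 3 µM, single point | Times: Dye loading 75 min at 37 °C, then 30 min room temperature | Measured by: Fluo-8 calcium-sensitive fluorescence | Read-out basis: % inhibition of agonist calcium response | Replicates: n of 1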
M1 ag parental = counter-screen for M1 agonists: effect in parental CHO-K1 cells; Fluo-8 calcium fluorescence; scaled to maximal ATP response, vehicle zero; 360,000 compounds, 0.48% hits; activation, % at 3 µM; AID 602248, 2012; in the data active = activation above about 15%;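 also: untransfected CHO-K1 host cells lacking M1 receptor as counterscreen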
CHRM1 antagonist = human M1 muscarinic receptor antagonists, primary screen, CHO-K1 cells, Fluo-8 calcium fluorescence, 1536-well | CHO-K1 hM1, ACh EC80 antagonist | inhibition, % at 3 µM | 360,000 compounds, 1.3% hits | AID 588852, 2011 | Muscarinic acetylcholine receptor M1 (Homo sapiens), P11229;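 active = percent inhibition above its own plate's cutoff, namely the mean of that plate's compound wells plus 3 SD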;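 also: peak over basal fluorescence ratio during 140 s after agonist addition; 0% = ACh EC80 plus DMSO and 100% = DMSO alone without agonist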
CHO-K1 Ca antag = counter-screen for M1 antagonists: effect in parental CHO-K1 cells; 360,000 compounds, 0.6% hits; ATP-induced calcium, Fluo-8 fluorescence; AID 602250; inhibition, % at 3 µM;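 active = inhibition above a per-plate cutoff, the plate's mean sample inhibition plus 3 SD, cut at about 24% in these data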;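 also: 0% = DMSO plus EC80 ATP and 100% = DMSO alone without ATP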
M1 PAM parental = nonselective calcium activators in parental CHO-K1 cells, primary screen, counter-screen for M1 PAM project, cell-based, Fluo-8 calcium fluorescence, full deck, 1536-well. ATP EC20; 0% at ATP EC20, 100% at ATP max. activation, % at 3 µM. 360,000 compounds, 0.02% hits. AID 602247, 2012;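 active = activation above the run cutoff, the mean activation of all test compounds plus 3 SD, cut at about 40% in these data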;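 also: peak over basal fluorescence ratio in a 140 s read after ATP addition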
CHO parental Ca = ATP-evoked calcium signal inhibitors, parental CHO, primary screen, counter-screen for OX1R antagonist project, cell-based, fluorescence, Fluo-8 calcium dye; parental CHO-K1, ATP-induced calcium, Fluo-8 fluorescence; inhibition, % at 5.6 µM; 330,000 compounds, 0.63% hits; AID 463079, 2010;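 active = inhibition above that plate's mean sample inhibition plus 3 SD, cut at about 26% in these data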;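 also: 0% = ATP-challenged DMSO wells and 100% = DMSO wells without ATP; some compounds past the cut are filed as inactive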
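Material – parental CHO cells · Reagent – ATP stimulus · Compound – single nominal dose of 5.6 µM per compound · Detection – Fluo-8 fluorescence · Read-out basis – percent inhibition of calcium signal · Controls – ATP-challenged DMSO wells low, unchallenged DMSO wells high · Repeats – no replicates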
The depositor's hits bear a star; nt = not tested or not shown.

canonical_smiles	M1 PAM parental	OXTR potentiate	CHO-K1 Ca antag	M1 ag parental	TAAR1 antagonist	M1 ag	TAAR1 ag	CHO parental Ca	CHRM1 antagonist
CN(c1ccc2nc3ccccc3c(=O)n2n1)C1CCCCC1	4	-10	-9	1.0	22	-12	-1	-10	-5
CCN(CC)c1nc(NN)nc(Nc2ccc(C)c(Cl)c2)n1	8	-9	-5	0.8	-102	-4	1	-25	-2
CCOC(=O)C1CCCN(Cc2ccc(-c3ccccc3)cc2)C1 (stereo not given)	-6	-11	-2	6.2	-9	-2	7	-6	-22
Cc1ccc(-c2nn3c(C)nnc3c3ccccc23)cc1S(=O)(=O)NCCN1CCOCC1	7	-7	-11	1.7	16	-7	5	-31	-11
CC1(C(=O)NCc2cccc(Cl)c2)Cc2c(-c3ccccc3)ccnc2O1 (stereo not given)	2	nt	-11	0.2	-10	-4	-1	nt	-7
O=C(CSc1ncn(-c2ccccc2)n1)Nc1nc2ccccc2s1	1	-9	-10	1.1	7	-2	6	-8	15
CC(=O)C1C(=O)c2c(cccc2[N+](=O)[O-])C1=Nc1cccc(Cl)c1 (stereo not given)	3	7	-9	0.0	4	-3	-1	-28	-17
CC1(C(=O)NS(=O)(=O)c2cccc(Cl)c2)CCN1C(=O)CCc1ccc(Cl)cc1Cl (stereo not given)	12	nt	-6	0.3	-1	1	-1	nt	7

Some values from the entries so far:
M1 PAM parental with CC(=O)C1C(=O)c2c(cccc2[N+](=O)[O-])C1=Nc1cccc(Cl)c1 (stereo not given) reads 3
M1 ag with O=C(CSc1ncn(-c2ccccc2)n1)Nc1nc2ccccc2s1 reads -2

Next records follow.
canonical_smiles	M1 PAM parental	OXTR potentiate	CHO-K1 Ca antag	M1 ag parental	TAAR1 antagonist	M1 ag	TAAR1 ag	CHO parental Ca	CHRM1 antagonist
COc1ccccc1/C=C1/SC(=S)N(C(C)C(=O)NC2C=CS(=O)(=O)C2)C1=O (stereo not given)	33	-4	-19	5.5	-15	-2	3	9	-16
OCCN(CCO)CC(O)COc1ccc2c(c1)OCO2 (stereo not given)	16	-5	-3	0.1	-12	-4	9	10	-19
Cc1cc(C(=O)NCc2cccnc2)n(-c2ccccc2)n1	-2	-6	13	-0.1	13	0	0	-4	-14
CCCn1c(CCl)nc2cc(S(=O)(=O)N3CCOCC3)ccc21	5	-7	-12	1.2	-2	-1	1	-9	-9
C/C(=N\NC(=O)C(=O)Nc1c(C)n(C)n(-c2ccccc2)c1=O)c1ccc(Cl)s1	21	-7	-11	-0.3	0	-7	3	-16	-17
Cc1cc(C)n2nc(C(=O)N/N=C/c3ccc(O)cc3)nc2n1	19	-21	-9	1.4	2	-5	5	-16	-4
CCn1ccnc1CNC(=O)CC1C(=O)NCCN1Cc1ccc(F)cc1Cl (stereo not given)	8	-7	10	-0.3	-9	-3	0	-9	-7
CCSc1ncc(/C=N/Nc2ccc([N+](=O)[O-])cc2)n1C	5	-8	1	5.8	9	2	15	15	9
COCCN(C(=O)c1ccco1)c1nc(-c2ccccc2)cs1	17	-11	-2	13	8	-1	3	-13	-6
CC1CN(C(=O)COc2ccc3ccccc3c2)CC(C)O1 (stereo not given)	2	-8	-10	0.6	1	0	3	-12	-13
CC(C)(C)OC(=O)N(CCc1ccccc1)Cc1ccccc1OCc1cccc(NC(=O)C2CCCC2)c1	6	nt	-26	1.3	-31	-3	0	nt	-4
Cn1cc(CC(=O)Nc2cccc(C#N)c2)c2ccccc21	9	-10	-18	2.2	2	-4	1	7	-10
CCCNC(=O)c1cc(C2CCCN(S(=O)(=O)c3ccccc3)C2)on1 (stereo not given)	-19	nt	-3	1.4	5	0	2	nt	-13
CNS(=O)(=O)c1cccc(C(=O)OCC(=O)/C=C2/N(C)c3ccccc3C2(C)C)c1	11	-11	4	6.7	42	-6	14	30	12
Cc1ccc(NC(=O)Cn2cncc2-c2ccc([N+](=O)[O-])cc2)cc1C	14	-6	-1	0.2	13	-4	11	-9	-9
CCCNC(=O)CS(=O)Cc1nc(-c2cccc(OC)c2)oc1C (stereo not given)	11	-2	0	-0.1	-2	-4	3	-9	10
O=C(CCN1C(=O)COc2ccccc21)NCCN1CCc2ccccc2C1	2	-4	-2	0.0	-10	-11	6	-18	-24
OCCc1c[nH]c2cc(F)ccc12	-2	6	-6	0.1	4	-4	2	-7	3
COc1ccc(C2SCC(=O)N2c2nnc(C34CC5CC(CC(C5)C3)C4)s2)cc1 (stereo not given)	-11	-5	10	0.1	-3	-7	0	-22	-6
O=CNc1cc(-c2ccsc2)cn2c(-c3ccccc3)cnc12	1	nt	8	7.0	60*	2	8	nt	16
Cc1cccc2cc(C3CC(c4ccco4)=NN3C(=O)CCC(=O)O)c(Cl)nc12 (stereo not given)	21	-10	-4	0.3	7	-4	6	1	-3
COc1cccc2c1Oc1ncccc1N(C(=O)CCC(=O)NCc1ccccc1)C2	-16	-18	-4	0.9	-16	-2	5	-12	0
CN(CC(=O)NC1CCN(Cc2ccccc2)CC1)S(=O)(=O)c1ccc(Cl)s1	-10	0	-2	0.9	-18	-9	1	-29	20
CCOC(=O)C(Oc1ccc2c(-c3ccccc3)cc(=O)oc2c1)c1ccccc1 (stereo not given)	4	-11	0	0.2	31	-5	0	-10	10
Cc1ccc(S(=O)(=O)n2c(C)nc3cc(C)ccc32)cc1	3	-15	-10	0.0	-18	-1	0	3	-2
CC1=C(C(=O)OCCC#N)C(c2cc3c(cc2Br)OCO3)NC(=O)N1 (stereo not given)	15	-8	-7	0.5	-15	-3	2	-6	-10
Clc1cccc(CNc2ccn3nc(-c4ccco4)cc3n2)c1	-13	nt	26*	-0.6	3	1	7	nt	-16
Cc1cc(C(=O)N2CCN(c3ccccn3)CC2)c(C)o1	4	-1	0	0.8	1	-5	8	-5	-3
CCn1c(SCC(=O)Nc2cc(C)on2)nnc1-c1ccc(S(=O)(=O)N2CCCC2)cc1	15	6	-7	0.2	2	-8	4	-9	-15
COc1ccccc1N(C(=O)c1ccco1)C(C(=O)NC1CCCC1)c1ccncc1 (stereo not given)	-1	-8	-11	0.0	-6	-4	-4	-9	-2
CN1CC(=O)N(CC(=O)Nc2ccc(N(C)C)cc2)c2ccccc2C1=O	-4	-5	-8	0.1	-12	-3	4	0	12
CCOc1ccccc1NC(=O)N1CCC(n2nnc3cc(C)ccc32)CC1	21	-3	-9	1.1	43	-4	0	-22	-5
O=C(CN1NS(=O)(=O)c2ccccc2C1=O)Nc1ccccc1OC(F)F	12	-4	-6	0.6	10	-3	2	-4	1
COc1ccc(NC(=O)CSc2nnc(-c3ccccn3)n2-c2ccccc2)cc1OC	15	2	-10	1.0	6	-4	7	-6	-3
O=C(c1ccccc1/S(=N/S(=O)(=O)c1ccccc1)N1CCOCC1)N1CCOCC1 (stereo not given)	-4	-15	-2	-0.1	-5	0	10	-2	-22
O=C(CSc1cn[nH]n1)Nc1cccc(C(=O)O)c1	5	2	7	0.1	1	1	-2	1	-6
O=C1CCc2cc(NS(=O)(=O)c3ccc([N+](=O)[O-])cc3)cc3c2N1CCC3	1	-6	-2	1.1	2	0	1	-5	-7
COc1ccc(C(=O)NCC(C)(C)N2CCOCC2)cc1S(=O)(=O)N1CCCC1	-2	-6	-13	0.2	-28	-4	4	-9	5
Cc1cccc(C(=O)NCC(=O)N2CCCCCCC2)c1	14	0	-10	0.6	2	-4	5	-14	-6
CC(=O)Nc1ccc(S(=O)(=O)NCc2nnnn2-c2ccc(F)cc2)cc1	4	-6	-8	0.2	0	-4	2	-1	-2
COc1ccc(Nc2nc(N)nc(CSC(=S)N3CCOCC3)n2)cc1	22	-5	-13	0.4	-3	-2	10	-11	-7
Cc1ccc(-c2cn(CCN)c(-c3ccncc3)n2)cc1	14	-1	-6	-0.1	10	-1	-1	-5	-16
Cn1c(SCc2nc3ccccc3c(=O)[nH]2)nc2ccccc21	10	-12	1	1.3	-6	-2	3	-14	3
COc1ccc(-c2noc(CN3C(=O)c4ccccc4C3=O)n2)cc1	10	-3	12	-0.1	11	-4	13	-2	3
O=[N+]([O-])c1ccc(OCCCCCN2CCOCC2)cc1	18	-3	-9	3.3	9	-8	1	-9	-4
Cc1sc(NC(=O)C2CSC3(C)CCC(=O)N23)nc1-c1ccc(F)cc1 (stereo not given)	6	-8	0	-0.3	4	-5	-2	-15	3
